# High-throughput results deposited in PubChem by National Center for Advancing Translational Sciences (NCATS).
# aSyn rescue = qHTS of alpha-syn Inhibitors; Yeast expressing alpha-synuclein, growth rescue, BacTiter-Glo, 24 h; hit rate 0.14% among 370,000; Potency, µM (doses to about 46.1 µM), without a hit: top-dose growth rescue (activation), usual class: activators; also: potency is read from the fitted curve at half-maximal effect; % of control where 0% means no effect; nearly all actives have a fitted effect of over 65% in size
#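 Screening used galactose-induced yeast with toxic alpha-synuclein levels, exposed to compound for 24 hr at 30 deg C. Cell growth, read with BacTiter-Glo luminescence, gave the measured signal.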
# GLP-1R agonist = qHTS of GLP-1 Receptor Agonists; AID 624172, 2012; HEK293 GLP-1R CRE-luciferase, luminescence, 4-6 h; cells express a hypersensitive GLP-1R form; Potency, µM (series often up to 45.6 µM), without a hit: at the top dose activation, actives largely listed as activators; hit rate 0.007% among 380,000; also: potency is read from the fitted curve at half-maximal effect; % of control where 0% means no effect
# KB-V1 MDR tox = qHTS assay for MDR1-selective chemotherapeutics: Primary screen using the drug-selected MDR subline cells KB-V1; KB-V1 MDR cells viability, CellTiter-Glo, 72 h; Potency, µM (series often up to 46.1 µM), for the others: at the top dose activity change, negative = cytotoxicity, hits mostly cytotoxic; hit rate 3.4% among 400,000; AID 1347076, 2019; also: potency is read from the fitted curve at half-maximal effect; % is scaled to controls: 0 for no effect and ±100 for the full control effect; nearly all actives have a fitted effect of over 60% in size
#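 KB-V1 MDR subline cells in DMEM (phenol-red free, 10% FBS) exposed to compounds in qHTS concentration series for 72 h at 37 degrees C. Viability read by CellTiter-Glo luminescence; concentration-effect curves fitted after normalization and correction.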
# GLP1R inv ag = qHTS of GLP-1 Receptor Inverse Agonists (Inhibition Mode) | Glucagon-like peptide 1 receptor (Homo sapiens), P43220 | HEK293 GLP-1R CRE-luciferase, luminescence, 24 h; GLP-1R form is constitutively active | Potency, µM (top dose mostly 38.3 µM), without a hit: top-dose activity change, negative = inhibition, actives largely listed as inhibitors | hit rate 1.6% among 410,000 | AID 624417, 2012; also: potency is read from the fitted curve at half-maximal effect; % is scaled to controls: 0 for no effect and ±100 for the full control effect; nearly all actives have a fitted effect of over 55% in size
#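 qHTS in 1536-well format: reporter HEK293 cells expressing constitutive GLP-1R activity in DMEM + 10% Nu serum, 24 hr with compounds at 37 deg C, luminescence read after 12 min with detection reagent.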
# D3 ag = qHTS of D3 Dopamine Receptor Agonist: qHTS; D(3) dopamine receptor (Homo sapiens), P35462; max activation, %; D3R DiscoveRx beta-arrestin cells, luminescence, 90 min; AID 652048, 2013; hit rate 0.58% among 410,000; in the data active = max activation above about 30%; also: 0% is about no effect; mostly tested at two doses, the higher about 12 µM
# Target sequence (P35462 whole entry, looked up): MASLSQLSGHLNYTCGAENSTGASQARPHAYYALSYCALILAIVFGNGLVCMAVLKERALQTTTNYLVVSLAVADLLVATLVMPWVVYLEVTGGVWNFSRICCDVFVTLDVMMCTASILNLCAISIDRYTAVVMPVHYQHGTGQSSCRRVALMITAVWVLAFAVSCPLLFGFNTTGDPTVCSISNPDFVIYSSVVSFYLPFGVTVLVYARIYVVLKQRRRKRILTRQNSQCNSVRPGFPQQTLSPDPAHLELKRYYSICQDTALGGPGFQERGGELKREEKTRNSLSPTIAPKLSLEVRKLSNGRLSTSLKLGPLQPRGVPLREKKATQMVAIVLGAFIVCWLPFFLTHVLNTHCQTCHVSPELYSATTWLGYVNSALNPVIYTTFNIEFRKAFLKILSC
#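 Agonist mode: compounds and dopamine controls were applied to plated cells for 90 min at 37 degrees C after an overnight attachment at 1500 cells/well. Luminescent read-out followed 30 - 60 minutes at room temperature with DiscoveRx detection reagent.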
# PTHR1 ag = qHTS for PTHR1 Agonists: Primary Screen | AID 743266, 2014 | Potency, µM (series often up to 115 µM), for inactives: at the highest dose activation, hits mostly activators | Parathyroid hormone/parathyroid hormone-related peptide receptor (Homo sapiens), Q03431 | hit rate 0.075% among 410,000 | HEK293 GP2 PTHR1 cells, GloSensor cAMP luminescence, 1 h; also: potency is read from the fitted curve at half-maximal effect; nearly all actives have a fitted effect of over 55% in size; some results filed as inactive show a strong effect at the top dose; inactives centre near -15; many of its hits are not listed in these tables
# Target sequence (Q03431 whole entry, looked up): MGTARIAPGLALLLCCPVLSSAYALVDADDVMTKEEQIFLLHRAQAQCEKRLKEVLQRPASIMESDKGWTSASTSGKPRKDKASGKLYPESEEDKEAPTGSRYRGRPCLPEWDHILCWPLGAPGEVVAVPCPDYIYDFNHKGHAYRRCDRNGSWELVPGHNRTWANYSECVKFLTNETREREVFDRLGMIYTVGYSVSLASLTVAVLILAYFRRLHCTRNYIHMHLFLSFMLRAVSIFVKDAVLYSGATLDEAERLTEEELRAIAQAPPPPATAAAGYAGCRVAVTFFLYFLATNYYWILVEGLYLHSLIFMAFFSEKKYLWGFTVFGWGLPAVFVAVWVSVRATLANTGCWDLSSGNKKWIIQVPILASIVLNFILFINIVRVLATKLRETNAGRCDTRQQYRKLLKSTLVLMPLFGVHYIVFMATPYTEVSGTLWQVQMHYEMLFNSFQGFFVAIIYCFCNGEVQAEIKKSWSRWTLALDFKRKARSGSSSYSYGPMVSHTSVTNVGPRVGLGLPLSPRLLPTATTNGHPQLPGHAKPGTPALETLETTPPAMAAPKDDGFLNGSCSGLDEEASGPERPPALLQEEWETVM
#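 HEK-293-derived GP2 cells expressing PTHR1 and a GloSensor cAMP reporter, 3,000/well, plated overnight, given luciferin plus IBMX (each 0.5 mM as added) for 1 h at 37 °C, then compound for 1 h at 37 °C. Luminescence was read after 15 min at room temperature.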
# D3 antag = qHTS of D3 Dopamine Receptor Antagonist: qHTS; D3R cells, DiscoveRx beta-arrestin luminescence, antagonist mode; stronger effect = lower value; max response, negative = inhibition, %; hit rate 2.5% among 360,000; D(3) dopamine receptor (Homo sapiens), P35462; in the data active = max response below about -50%; inconclusive = no clear call, values can overlap the other calls; also: % is scaled to controls: 0 for no effect and ±100 for the full control effect; mostly tested at two doses, the higher about 12 µM
#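 Cells expressing the human receptor were seeded at 1500 cells/well, incubated overnight at 37 degrees C in 5% CO2, then exposed to library compounds with dopamine controls for 90 minutes at 37 degrees C before luminescent detection.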
# TDP-43 yeast inh = qHTS of TDP-43 Inhibitors | TDP-43 expressing yeast growth rescue, BacTiter-Glo, 24 h | Potency, µM (series often up to 46.1 µM), inactives show at the top dose growth rescue (activation), most hits filed as activators | hit rate 1.8% among 410,000 | AID 652104, 2013; also: potency is read from the fitted curve at half-maximal effect; % of control where 0% means no effect; nearly all actives have a fitted effect of over 50% in size
#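 Cell-based yeast growth screen: TDP-43 expression induced in galactose, inoculum OD600=0.02 after raffinose pregrowth to mid-log. Read-out BacTiter-Glo luminescence at 24 hr, 30 deg C; inhibition of toxicity seen as signal increase.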
# HEK293 tox = qHTS of GLP-1 Receptor Inverse Agonists: Cytotox Screen; HEK293 cAMP-luciferase reporter cells, luminescence, 24 h; Potency, µM (doses to about 38.3 µM), for the others: at the highest dose activity change, negative = inhibition, actives largely listed as inhibitors; hit rate 0.13% among 410,000; AID 624418, 2012;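 also: loss of luciferase light is scored as toxicity; potency is read from the fitted curve at half-maximal effect; % is scaled to controls: 0 for no effect and ±100 for the full control effect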
#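 Luminescence readout: signal drop marks cytotoxicity. Plated cells grew 12 h at 37 °C, 5% CO2, received 23 nL compound for 24 h, then got luciferase reagent, read after 12 min at RT.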
# Active calls of the source: *; i = inactive; ? = inconclusive; · = no result given; [ ] = another dose, or the depositor's remark. Unless noted, calls follow the shape of the dose curve; as a rule, active = well fitted curve in the direction sought with a large enough effect; inconclusive = small, poorly fitted or top-dose-only effect, or another doubt; inactive = no such curve, though single readings can be large; an effect the other way counts as inactive or inconclusive. Not all compounds are listed; the hit share may differ from the screen's.
SMILES,aSyn rescue,GLP-1R agonist,KB-V1 MDR tox,GLP1R inv ag,D3 ag,PTHR1 ag,D3 antag,TDP-43 yeast inh,HEK293 tox
Cc1c(C)[n+](=O)c(-c2cccs2)c(C)n1[O-],3%,1%,0%,4%,2,i,3,4%,7%
Cc1cc(C)c(S(=O)(=O)N2CCCOC2CNC(=O)C(=O)NCc2ccco2)c(C)c1 (stereo not given),-6%,-1%,6%,19%,-6,i,4,7%,12%
Cc1cccc(C(=O)N2CCc3c([nH]c4ccccc34)C2CC(C)C)n1 (stereo not given),7%,-5%,-4%,?,4,-6%,-4,9%,-1%
O=Cc1cn(CCC(=O)O)nc1-c1cccc(Br)c1,-18%,-4%,-35%,6%,-5,-2%,2,-1%[0.397 µM],-3%
CC(O)/C=C/c1cccc[n+]1C (stereo not given),-5%,-1%,7%,-8%,-7,0%[57.5 µM],-19,-12%,22%
CC(=O)C1CCC2C3CCC4=CC(=O)CC[C@]4(C)[C@@]3(F)C(O)C[C@]12C (stereo not given in full),0%,2%,-10%,12%,-3,i,2,-8%,-3%
O=C(COc1ccc(Br)cc1)N(Cc1nnc(-c2ccccc2Cl)o1)C1CC1,?,-3%,?,?,-1,-6%,-8,20µM*,-8%
CCn1c(C)nc2cc(C(=O)NNS(=O)(=O)c3c(C)c(C)cc(C)c3C)ccc21,4%,0%,?,0%,-2,-4%[57.5 µM],12,3%,3%
Cc1ccc(Cn2c(SCC(C)C)nc3c2c(=O)n(C)c(=O)n3C)cc1,0%,7%,0%,2%,-2,-1%[57.5 µM],?,-3%,-3%
c1ccc2c(c1)Cc1ccccc1O2,-5%,-4%,-1%,-1%,0,23%,-3,-5%,-2%
CC1C(=O)N2CCCc3cc(NS(=O)(=O)c4ccccc4)cc1c32 (stereo not given),-3%,0%,-19%,6%,3,i,17,7%,4%
COc1ccc(-c2cn3nc(N4CCCC(C(=O)NCc5ccc(Cl)cc5)C4)sc3n2)cc1 (stereo not given),·,·,-6%,17%,-12,i,·,16%[9.22 µM],25%

# 4 compounds out of the list, sorted by molar mass, high to low.
SMILES,aSyn rescue,GLP-1R agonist,KB-V1 MDR tox,GLP1R inv ag,D3 ag,PTHR1 ag,D3 antag,TDP-43 yeast inh,HEK293 tox
Cc1cc(C)c(S(=O)(=O)N2CCCOC2CNC(=O)C(=O)NCc2ccco2)c(C)c1 (stereo not given),-6%,-1%,6%,19%,-6,i,4,7%,12%
CCn1c(C)nc2cc(C(=O)NNS(=O)(=O)c3c(C)c(C)cc(C)c3C)ccc21,4%,0%,?,0%,-2,-4%[57.5 µM],12,3%,3%
O=Cc1cn(CCC(=O)O)nc1-c1cccc(Br)c1,-18%,-4%,-35%,6%,-5,-2%,2,-1%[0.397 µM],-3%
Cc1c(C)[n+](=O)c(-c2cccs2)c(C)n1[O-],3%,1%,0%,4%,2,i,3,4%,7%

# (continued)
SMILES,aSyn rescue,GLP-1R agonist,KB-V1 MDR tox,GLP1R inv ag,D3 ag,PTHR1 ag,D3 antag,TDP-43 yeast inh,HEK293 tox
CN(Cc1cnn(-c2ccc(F)cc2)c1)C(=O)[C@H]1O[C@@H](n2ccc(=O)[nH]c2=O)[C@H](O)[C@@H]1O,1%,1%,-4%,16%,-7,21%,-27,3%,2%
Cc1ccc2[nH]c(=O)c(-c3nc4cc(C)ccn4c3NCc3ccco3)cc2c1,7%,-23%,?,-1%,-6,i,-11,19%,?
CC(C)C[C@H]1CNC(=S)N1CC1CCCN1C[C@H](Cc1ccc(O)cc1)N1C[C@H](Cc2ccccc2)N(CC2CCCCC2)C1=S (stereo not given in full),-27%,-4%,-10%,-5%,-44,14%,-81*,8%,-1%
CCOC(=O)C(NC(C)=O)C(O)c1ccc([N+](=O)[O-])cc1 (stereo not given),1%,10%,?,-6%,0,i,-5,1%,-13%
O=C(COc1ccc([N+](=O)[O-])cc1)NCc1ccccc1,8%,4%,-3%,1%,-2,-4%[57.5 µM],-4,?,3%
Cc1cccc(NC(=O)C2CCCN2C(=O)NC2CCCCC2)c1 (stereo not given),28%,-5%,4%,-4%,-2,i,15,3%,-4%
C=C(C)Cn1cnc2cc(C)c(C)cc21,-6%,4%,-7%,-8%,1,-2%,-13,-5%,0%
CC1(C)CCCN(C(=O)c2coc(=O)c(Br)c2)C1,4%,-4%,-3%,70%[activator],4,i,-23,11%,-7%
COc1ccc(Cl)cc1C(=O)N/N=C/c1ccc(N2CCOCC2)cc1,-1%,4%,-20%,5%,7,-23%,5,25%,-3%
CC(=O)Nc1c(C(=O)O)[nH]c2ccccc12,-2%,-7%,11%,6%,0,i,12,-13%,-6%
O=C(Nc1nnc(C2CC2)s1)c1ccccn1,15%,-17%,?,0%,-25,-28%[57.5 µM],31,6%,-30%
CC(/C=C/c1ccco1)=N/NC(=O)OC(C)(C)C,-2%,0%,?,-2%,0,-6%,71,26%,-20%
CCOc1ccc(/C(CCC(=O)O)=N/NC(=O)c2cccc(S(=O)(=O)Nc3ccccc3OC)c2)cc1,8%,1%,-12%,4%,-13,i,2,-4%,6%
O=C(Nc1ncccc1Cl)C(Sc1ccccc1)c1ccccc1 (stereo not given),0%,11%,?,0%,3,-7%,6,?,2%
CN(CC(=O)Nc1ccc(Cl)c(C(F)(F)F)c1)C(=O)CC1Sc2ccccc2NC1=O (stereo not given),10%,7%,·,?,0,i,11,?,?
Nc1nc(N)c(N=Nc2ccccc2)c(=O)[nH]1,8%,9%,-21%,43%[activator],-12,i,-5,-3%,-35%
CCCCCNC(=O)C1CC(=O)OC12CCCCC2 (stereo not given),1%,5%,0%,5%,1,i,3,4%,7%
CCOP(=O)(c1ccc(N(C)C)cc1)C(O)c1cccnc1 (stereo not given),0%,8%,7%,11%,12,i,-2,16%,9%
CN(C)c1ccc(CNc2ccc3c(c2)ncn3C(C)(C)C)cc1,-12%,-2%,-3%,-6%,-3,21%,12,-3%,-28%
Cc1cc(C)c(NC(=O)CN2C(=O)NC(CCc3ccccc3)C2=O)c(C)c1 (stereo not given),-7%,2%,-19%,?,-17,-5%,-3,-9%,3%
Cc1cccc(C(=O)N/N=C/c2ccc(OC3CSC3)cc2)c1,2%,-6%,-3%,-19%,4,-2%[57.5 µM],-5,-3%,-12%
O=C(Nc1ccc2c(c1)OCO2)c1cc(C2CCCCN2S(=O)(=O)c2cccs2)on1 (stereo not given),6%,12%,2%,-25%,0,-23%,22,59%,0%
COCCn1c(SCC(=O)Nc2cccc(C)n2)nnc1-c1ccco1,2%,6%,0%,-3%,7,i,21,0%[9.22 µM],-3%
Cc1ccc(Sc2ncccc2C(=O)O)cc1C,9%,-2%,14%,19%,8,-16%,-1,1%,-4%

# One compound at a time (already shown):
# Record of `CN(C)c1ccc(CNc2ccc3c(c2)ncn3C(C)(C)C)cc1` → aSyn rescue = -12%; GLP-1R agonist = -2%; KB-V1 MDR tox = -3%; GLP1R inv ag = -6%; D3 ag = -3; PTHR1 ag = 21%; D3 antag = 12; TDP-43 yeast inh = -3%; HEK293 tox = -28%
# Record of `Cc1cccc(C(=O)N/N=C/c2ccc(OC3CSC3)cc2)c1` → aSyn rescue = 2%; GLP-1R agonist = -6%; KB-V1 MDR tox = -3%; GLP1R inv ag = -19%; D3 ag = 4; PTHR1 ag = -2%[57.5 µM]; D3 antag = -5; TDP-43 yeast inh = -3%; HEK293 tox = -12%

# Going on with the list:
SMILES,aSyn rescue,GLP-1R agonist,KB-V1 MDR tox,GLP1R inv ag,D3 ag,PTHR1 ag,D3 antag,TDP-43 yeast inh,HEK293 tox
O=C(CCCCCN1C(=O)C2C3C=CC(C3)C2C1=O)Nc1nccs1 (stereo not given),0%,-2%,6%,5%,5,-17%,-18,20%,4%
COc1ccc2[nH]c3nc(SC(C)C)nnc3c2c1,-2%,-8%,?,0%,5,-34%[inhibitor],-8,19%,0%
COc1cc(NC(=S)N2CCN(C(=O)c3ccco3)CC2)c(OC)cc1Cl,-1%,10%,-26%,-14%,-5,i,1,-27%,-5%
c1ccc(CNc2ncnc3scc(-c4cccs4)c23)nc1,11%,20%,3%,-29%,18,-28%,25,18µM*,5%
Cc1ccc(NC(=O)c2cc(CC(C)C)nc3ccccc23)cc1,-18%,9%,21%,?,7,-7%,14,?,-9%
Cc1cccc(NC(=O)CN(C)S(=O)(=O)c2cnc[nH]2)c1,0%,-1%,0%,4%,-1,-8%[57.5 µM],3,6%,-2%
FC(F)(F)c1cccc(-n2cccc2/C=N/n2cnnc2)c1,-9%,2%,-2%,0%,6,i,13,-1%,3%
CCCN1C(=O)CC(c2ccc(OC)c(OC)c2)C1=O (stereo not given),-2%,6%,3%,12%,10,-23%,7,?,2%
O=C1C(=O)c2c(C(=O)c3ccccc3)coc2-c2ccccc21,-61%[inhibitor],-44%[inhibitor],21µM*,?,2,-28%,-25,-41%[inhibitor],?
N=c1ncn(C2OC(CO)C(O)C2O)c2nc(Br)[nH]c12 (stereo not given),-4%,-4%,?,45%[activator],-1,-22%,-23,-7%,4%
